High-throughput results (PubChem BioAssay)
PTHR1 ag: PTHR1 (human) receptor agonism; HEK293 GP2 PTHR1 cells, GloSensor cAMP luminescence, 1 h; Potency, µM (titrated, usually from 115 µM), for inactives: at the highest dose activation, most hits filed as activators; actives 0.075% (n = 410,000); AID 743266; active = well fitted activation curve with a large enough effect; inconclusive = small, poorly fitted or top-dose-only effect, or another doubt; inactive = no such curve, though single readings can be large or run the other way; note: potency is the fitted concentration of half-maximal effect; nearly all actives have a fitted effect of over 55% in size; some results filed as inactive show a strong effect at the top dose; inactives centre near -15; many of its hits are not listed in these tables
Target sequence (Q03431 whole entry, looked up): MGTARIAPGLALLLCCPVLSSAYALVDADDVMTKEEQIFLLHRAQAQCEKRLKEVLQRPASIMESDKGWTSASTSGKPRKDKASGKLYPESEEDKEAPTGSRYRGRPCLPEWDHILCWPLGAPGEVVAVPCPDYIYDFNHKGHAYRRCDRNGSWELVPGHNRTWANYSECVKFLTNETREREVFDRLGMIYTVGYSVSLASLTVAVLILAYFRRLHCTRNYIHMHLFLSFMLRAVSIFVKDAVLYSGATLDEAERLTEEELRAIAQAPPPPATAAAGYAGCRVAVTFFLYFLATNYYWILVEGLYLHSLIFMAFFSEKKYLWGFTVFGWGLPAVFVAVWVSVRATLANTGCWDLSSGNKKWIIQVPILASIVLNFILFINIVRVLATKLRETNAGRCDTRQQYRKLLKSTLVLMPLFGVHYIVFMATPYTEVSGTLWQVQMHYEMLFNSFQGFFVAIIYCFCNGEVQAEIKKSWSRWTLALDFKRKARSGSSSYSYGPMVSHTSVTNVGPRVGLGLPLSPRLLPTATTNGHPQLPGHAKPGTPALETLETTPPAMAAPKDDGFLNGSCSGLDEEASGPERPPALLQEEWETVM
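HEK-293-derived GP2 cells expressing PTHR1 and a GloSensor cAMP reporter, 3,000/well, plated overnight, given luciferin plus IBMX (each 0.5 mM as added) for 1 h at 37 °C, then compound for 1 h at 37 °C. Luminescence was read after 15 min at room temperature.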
D3 ag: activates the human D3 dopamine receptor | max activation, % | AID 652048 | actives 0.58% (n = 410,000) | D3R DiscoveRx beta-arrestin cells, luminescence, 90 min; in the data active = max activation above about 30%; note: 0% is about no effect; mostly tested at two doses, the higher about 12 µM
Target sequence (P35462 whole entry, looked up): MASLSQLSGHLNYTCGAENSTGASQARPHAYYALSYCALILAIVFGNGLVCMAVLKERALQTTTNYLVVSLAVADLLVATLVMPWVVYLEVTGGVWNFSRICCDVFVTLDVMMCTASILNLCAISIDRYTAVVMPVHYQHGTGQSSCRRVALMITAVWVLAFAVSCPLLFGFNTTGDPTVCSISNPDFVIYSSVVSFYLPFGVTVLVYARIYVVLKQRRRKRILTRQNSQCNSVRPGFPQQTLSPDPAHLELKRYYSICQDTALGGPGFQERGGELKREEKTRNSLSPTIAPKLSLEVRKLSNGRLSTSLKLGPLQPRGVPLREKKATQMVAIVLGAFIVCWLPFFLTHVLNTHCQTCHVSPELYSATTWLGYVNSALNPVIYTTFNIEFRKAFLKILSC
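Agonist-mode cell screen: cells plated at 1500/well and incubated overnight at 37 °C, then exposed to library compounds for 90 min at 37 °C. Detection reagent was added for 30–60 min at room temperature, and luminescence was read.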
The depositor's hits bear a star; i = inactive; ? = inconclusive; [ ] = another dose, or the depositor's remark.

SMILES | PTHR1 ag | D3 ag
CC(=O)N1CCN(c2nc3c(C)ccc(Cl)c3s2)CC1 | -21.1% | -2.1
Cc1ccc2c(c1)-c1c(cnc3cc(-c4ccccc4)nn13)CO2 | -2.1% | 1.4
Cc1cccc(NC(=O)C2CCN(S(=O)(=O)c3cccc4nsnc34)CC2)c1C | i | -9.3
COc1cccc(OCCCn2c(-c3ccc(Cl)cc3)nc3ccccc3c2=O)c1 | i | -22.2
COc1ccc(CCNC(=O)c2c(O)nc3cc(C)ccn3c2=O)cc1OC | 24.5% | -1.2
Cc1ccc(NC(=O)Cn2c(=O)ccc3cc(S(=O)(=O)N4CCCC4)ccc32)cc1N(C)C | 9.6% | -11.9
COC(=O)c1ccc2c(=O)n(CCCCCC(=O)N3CCN(c4ccc(OC)cc4)CC3)c(=O)[nH]c2c1 | 2.9% | -17.4
CCOc1ccc(NC(=O)Cn2cc(C(=O)c3ccc(CC)cc3)c(=O)c3cc(C)ccc32)cc1 | -10.1% | 0.0
Cc1ccc(-c2c(CN3CCN(c4cc(C)ccc4C)CC3)csc2C)cc1 | i | -6.3
Cc1ccc2c(=O)cc(C(=O)Nc3nc4ccc(Cl)cc4s3)oc2c1C | -13.9% | -9.0
Cc1ccc(Cl)cc1NC(=O)c1cc(CN2CCCC2)on1 | i | 0.1
Cc1ccccc1Cn1c(C)c(CNCCCc2ccccc2)c(C(=O)O)c1C | -9.0% | -2.0
COc1ccc(-n2nc3cc(C)c(NC(=O)c4ccc(-c5ccc(Cl)cc5)o4)cc3n2)cc1 | 11.8% | -3.6
CCc1ccc(NC(=O)C(=O)NCC(c2ccc3c(c2)OCO3)N2CCOCC2)cc1 (stereo unspecified) | 16.9% | -1.5
Cc1ccc(-c2nc(C)c(CCNC(=O)c3ccco3)s2)cc1 | i | 0.2
O=C(NCCc1ccccc1)c1ccc2c(c1)N(Cc1ccc(F)cc1)C(=O)c1ccccc1S2(=O)=O | 6.4% | -13.0
Cc1ccc(CNC(=O)Cn2ccn(-c3ccc(F)c(F)c3)c(=O)c2=O)cc1 | i | -10.4
CCNc1nc(NC(C)(C)C)nc(Oc2ccc(=O)n(C)n2)n1 | i | -5.0
COc1ccc(CN2CCc3c(c(=O)n4ncc(C(=O)N5CCN(c6ccccc6OC)CC5)c4n3C)C2)cc1 | -19.8% | 7.2
O=C(Nc1ccc(Oc2ccccc2)cc1)c1ccc(F)c(S(=O)(=O)N2CCN(c3ccccc3F)CC2)c1 | -8.6% | 14.2
Cn1cnc(S(=O)(=O)N2CCC(C(=O)Nc3ccc(C#N)cc3)CC2)c1 | -9.3% | -11.6
O=C(Nc1c(C(=O)N2CCN(c3ccccc3F)CC2)oc2ccccc12)c1ccco1 | -2.4% | 1.3
O=C(Nc1ccc2oc(-c3ccc(Br)cc3)nc2c1)c1cc2ccccc2o1 | -8.0% | 10.4
COc1ccccc1CNC(=O)c1ccc2c(c1)CCN2S(=O)(=O)c1ccccc1 | -17.5% | -9.0
CCOc1ccc(NC(=O)c2oc3ccccc3c2NC(=O)c2ccc(OC)cc2OC)cc1 | -79.5%[inhibitor] | 0.0
Cc1ccc(NC(=O)c2sc3nc(-c4cc5ccccc5oc4=O)[nH]c(=O)c3c2C)c(C)c1 | -5.9% | 1.9
CCOC(=O)c1cnc2ccc(OCC)cc2c1Nc1ccc(OCc2ccccc2Cl)cc1 | -3.4% | 3.2
Cc1ccccc1NC(=O)c1ccc2[nH]c(C)c(C)c2c1 | i | -0.6
Cc1cc2ccccc2n1-c1ccc(C(=O)N2CCCCC2)s1 | -15.9% | -1.1
CC(C)c1cc(C(=O)NCc2ccc(F)cc2)no1 | i | 5.4

For reference, six of the compounds above.
SMILES | PTHR1 ag | D3 ag
CCOc1ccc(NC(=O)c2oc3ccccc3c2NC(=O)c2ccc(OC)cc2OC)cc1 | -79.5%[inhibitor] | 0.0
Cc1ccc(NC(=O)c2sc3nc(-c4cc5ccccc5oc4=O)[nH]c(=O)c3c2C)c(C)c1 | -5.9% | 1.9
CCOC(=O)c1cnc2ccc(OCC)cc2c1Nc1ccc(OCc2ccccc2Cl)cc1 | -3.4% | 3.2
Cc1ccccc1NC(=O)c1ccc2[nH]c(C)c(C)c2c1 | i | -0.6
Cc1cc2ccccc2n1-c1ccc(C(=O)N2CCCCC2)s1 | -15.9% | -1.1
CC(C)c1cc(C(=O)NCc2ccc(F)cc2)no1 | i | 5.4

Carrying on:
SMILES | PTHR1 ag | D3 ag
COc1ccc(NC(=O)c2c(C)oc3ccc(O)c(CN4CCCC(C)C4)c23)cc1Cl (stereo unspecified) | i | -1.3
COc1ccccc1C(=O)Nc1ccc(-c2cc(C(F)(F)F)nn2-c2ccccc2)cc1 | i | -8.9
Cc1ccccc1CNC(=O)CSc1nnc(C)c2c(C)n(-c3ccccc3)nc12 | 6.6% | -11.8
CCOc1ccc(NC(=O)CN(Cc2ccccc2)S(=O)(=O)c2ccc(Cl)cc2)cc1 | ? | 3.9
O=C(CSCn1nnc2c(=O)[nH]c(Cc3ccc(F)cc3)nc21)Nc1cccc(C(F)(F)F)c1 | i | 3.5
COCCNC(=O)Cc1ccc(NC(=O)N2CCCCc3ccccc32)cc1 | 18.9% | 2.1
Cc1ccc(S(=O)(=O)C(CNC(=O)c2ccccc2F)c2cccs2)cc1 (stereo unspecified) | -15.4% | 0.5
CCCN(CCC)S(=O)(=O)c1ccc(C(=O)Nc2sc3c(c2C(=O)OC)CCN(CC)C3)cc1 | -9.4% | -16.4
COc1ccc(Cl)cc1NC(=O)Cn1nnc(C(=O)NCc2cccs2)c1N | i | -8.7
COc1cccc(CNC(=O)c2cc(=O)[nH]c3ccc(S(=O)(=O)N4CCCCC4)cc23)c1 | -61.0% | 8.5
Cc1ccc(N2CCN(S(=O)(=O)c3cc(Br)cc4c3N(C(=O)C3CC3)CC4)CC2C)cc1 (stereo unspecified) | -21.4% | -2.4
CCOc1ccc(CCNC(=O)C2Cc3ccccc3N2C(=O)CC)cc1 (stereo unspecified) | i | -12.8
CC1=C(c2ccc(C)c(C)c2)S(=O)(=O)N(Cc2ccc(C(=O)NC(C)c3ccccc3)cc2)C1=O (stereo unspecified) | -2.7% | -4.0
COc1ccc(-c2nc3ccccc3s2)cc1NC(=O)COc1ccc(C)cc1 | i | -1.9
Cc1cc(O)c(C(c2ccc(F)cc2)N2CCN(c3ccccc3)CC2)c(=O)n1Cc1ccco1 (stereo unspecified) | -5.5% | -12.2
Cc1ccc(NC(=O)Cn2c(=O)n(Cc3ccccc3)c(=O)c3c2c2cc(C)ccc2n3C)cc1 | -15.3% | 13.6
CCOc1ccccc1NC(=O)Cn1nnc2sc3c(c2c1=O)CCC(C(C)(C)C)C3 (stereo unspecified) | -9.4% | 5.6
O=C(c1cnn(-c2ccc(F)cc2)c1-n1cccc1)N1CCN(c2ccc(Cl)cc2)CC1 | -25.3% | -2.8
CC1CCN(S(=O)(=O)c2ccc3c(ccn3CC(=O)NCc3ccc(N(C)C)cc3)c2)CC1 | -41.5%[inhibitor] | -6.3
CNS(=O)(=O)c1cn(CC(=O)N2CCN(c3ccc(OC)cc3)CC2)cc1S(=O)(=O)NC | i | -8.6
O=C(Nc1ccc(F)c(F)c1)c1cc(S(=O)(=O)NC2CCCC2)ccc1F | i | -9.6
COCCn1c(CNC(=O)c2cc([N+](=O)[O-])ccc2Cl)nc2cccnc21 | i | 4.0
COc1ccc(CN(C(=O)Nc2cccc(Cl)c2)c2ccccn2)cc1OC | -19.1% | -0.1
CCOC(=O)C1CCN(C(c2ccc(C)cc2)c2c(O)cc(C)n(CCOC)c2=O)CC1 (stereo unspecified) | i | 1.9
COc1cccc(C2=CC(c3ccccc3F)n3c(nc4ccccc43)N2)c1 (stereo unspecified) | -49.9%[inhibitor] | 9.7
COc1cccc(CN2CCc3nc(Nc4ccc5c(c4)OCCO5)ncc3C2)c1OC | -35.8%[inhibitor] | -4.7
CCOc1ccccc1N(CC)C(=O)Cn1ncc2c1-c1ccccc1OC2 | -0.3% | 1.4
Cc1cccc(-n2ncc3c(Nc4ccc(C)c(Cl)c4)ncnc32)c1 | -3.1% | -9.4
CCC(=O)N1CCc2cc(S(=O)(=O)NC(CC(C)C)C(=O)NCCc3ccccc3)ccc21 (stereo unspecified) | 24.8% | 3.2
COc1ccc(C(=O)CCC(=O)Nc2cc(C)ccc2C)cc1 | i | -8.0
Cc1ccc2c(CC(=O)N(Cc3ccc(N(C)C)cc3)Cc3ccco3)coc2c1C | -18.7% | 8.5
CCOc1ccc(-c2nc(CSCC(=O)N3CCN(c4ccc(F)cc4)CC3)c(C)o2)cc1 | -91.4%[inhibitor] | 6.0
COc1ccc(Cn2c(NCC(C)C)nc3c2c(=O)n(C)c(=O)n3C)cc1 | -2.1% | -1.9
CC1CN(C(=O)N2CCC(C(=O)NCc3ccco3)CC2)c2ccccc2O1 (stereo unspecified) | i | 4.1
O=C(c1ccc2c(c1)N(Cc1ccc(Cl)cc1)C(=O)c1ccccc1S2=O)N1CCCCC1 (stereo unspecified) | i | 1.0
Cc1cccc(CN2CCC(CNC(=O)Cn3ncc4c([nH]c5ccc(C)cc54)c3=O)CC2)c1 | 4.6% | -1.8
CCN(CC)c1ccc(C2C(C(N)=O)=C(C)Nc3ncnn32)cc1 (stereo unspecified) | i | 5.6
Cc1cc(C)cc(-n2c(SCC(=O)NCc3ccco3)nc3c([nH]c4ccccc43)c2=O)c1 | i | 0.2
CCN(CC)CCCNC(=O)c1ccc(-c2nc(CN3CCc4ccccc43)c(C)o2)cc1 | i | 3.7
CCC(=O)N1CCc2cc(CNS(=O)(=O)c3c(C)cc(C)cc3C)ccc21 | -10.9% | -23.0
COc1ccc(C(=O)Nc2nc(-c3nnn(-c4cc(OC)ccc4OC)c3C)ns2)cc1 | i | -12.8
CC(=O)Nc1nonc1-c1nnc(SCC(=O)Nc2cccc(C)c2C)n1-c1ccccc1 | i | 6.8
CCOC(=O)c1ccccc1NC(=O)c1c(C)oc2ncnc(N3CCOCC3)c12 | ? | -4.5
COc1cc(NC(=O)NCCn2nnc3cc(S(=O)(=O)N(C)C)ccc32)cc(OC)c1 | -0.1% | 8.1
COc1ccc2oc(-c3ccc(C)c(NC(=O)c4ccc5c(c4)OCCO5)c3)nc2c1 | -13.7% | 8.4

Whole records, looked up by structure. Order of values: PTHR1 ag, D3 ag
COc1ccc(Cn2c(NCC(C)C)nc3c2c(=O)n(C)c(=O)n3C)cc1 across the screens: -2.1%, -1.9
COc1ccc(C(=O)Nc2nc(-c3nnn(-c4cc(OC)ccc4OC)c3C)ns2)cc1 across the screens: i, -12.8
O=C(c1ccc2c(c1)N(Cc1ccc(Cl)cc1)C(=O)c1ccccc1S2=O)N1CCCCC1 (stereo unspecified) across the screens: i, 1.0
CCC(=O)N1CCc2cc(CNS(=O)(=O)c3c(C)cc(C)cc3C)ccc21 across the screens: -10.9%, -23.0
CCOc1ccc(-c2nc(CSCC(=O)N3CCN(c4ccc(F)cc4)CC3)c(C)o2)cc1 across the screens: -91.4%[inhibitor], 6.0

(cont.)
SMILES | PTHR1 ag | D3 ag
COc1ccc(N2CCN(C(=O)Cn3cnc4sc(C)c(S(=O)(=O)N5CCCCC5)c4c3=O)CC2)cc1 | i | 3.8
CCCN(CCC)CCCNC(=O)C1CCCN(S(=O)(=O)c2cccc3nsnc23)C1 (stereo unspecified) | i | 0.0
O=C(Nc1cc2ccc(O)cc2oc1=O)c1ccc(F)cc1 | -16.3% | -12.0
COc1ccccc1NC(=O)N1CCN(c2nnc(C)c3c(C)n(-c4ccc(Cl)cc4)nc23)CC1 | 3.8% | -1.5
COc1ccc(-c2cn3c(n2)sc2cc(C(=O)Nc4ccccc4F)ccc23)cc1 | -3.4% | 35.4*
COc1ccc(CN(Cc2ccco2)C(=O)COc2ccccc2OC)cc1 | i | 6.3
CCOc1ccc(NC(=O)CCNS(=O)(=O)c2ccc3c(c2)CCCC(=O)N3)cc1 | i | -10.1
CCc1ccc2c(c1)-c1ccccc1S(=O)(=O)N2CC(=O)N1CCCCC1 | -8.2% | -13.9
CCOC(=O)c1c(C)[nH]c(C)c1S(=O)(=O)N1CCCC(C(=O)NCc2cccc(C)c2)C1 (stereo unspecified) | -0.5% | 2.6
CCOc1ccc(NCc2cccn2-c2nnc(N3CCC(C(=O)NCCc4ccc(OC)c(OC)c4)CC3)s2)cc1 | -83.0%[inhibitor] | -10.0
O=C(COc1ccc(Cl)cc1)Nc1nnc(S(=O)(=O)N2CCc3ccccc32)s1 | -87.2%[inhibitor] | 12.9
O=C(Cn1ncc2c(Cl)cccc21)NCc1cccc(F)c1 | i | 8.2
COc1ccc(C)cc1NC(=O)c1cc(S(=O)(=O)NC2CCCCCC2)ccc1F | i | 4.0
O=C(NCc1ccccc1)C(=O)NCC(c1ccc2c(c1)OCO2)N1CCOCC1 (stereo unspecified) | i | -18.6
CCOc1ccccc1NC(=O)CSc1ncc(S(=O)(=O)c2ccc(C(C)(C)C)cc2)c(=O)[nH]1 | ? | 6.0
CCc1ccc(S(=O)(=O)Nc2ccc(-c3ccc(N4CCCCCC4)nn3)cc2)cc1 | i | 8.2
CCOC(=O)Cn1c(=O)n(CC2CCCO2)c2nc(-c3ccccc3OC)nc(C(N)=O)c21 (stereo unspecified) | 16.1% | -19.6
CCOc1ccc(-n2cc(-c3ccccc3)c3c(NCCc4ccccc4)ncnc32)cc1 | i | 8.6
O=c1c2ccccc2n(Cc2c(F)cccc2Cl)c(=O)n1CCc1ccccc1 | -38.6%[inhibitor] | 7.0

Some of the compounds tested; the hit share may differ from the screen's.
